# Source: PubChem
# TbHK1 inh: blocks Trypanosoma brucei hexokinase 1 activity; recombinant TbHK1, G6PDH-coupled NADH A340; inhibition, % at 10 µM; hit rate 0.11% among 220,000;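 active = inhibition of 50% or more in the single-dose primary screen; inactive = inhibition below 50%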
# Calpain2 inh: inhibitors of pig calpain II. purified calpain II, fluorogenic peptide substrate, 30 min. inhibition, % at 16 µM. hit rate 0.37% among 220,000. AID 1236;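 active = inhibition above about 50%, limit read from the data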
# p47phox inh: inhibitors of human p47phox binding; P14598; p47phox/p22phox peptide binding, fluorescence polarization, 2 h; inhibition, % at 24.7 µM; hit rate 0.53% among 220,000;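 active = inhibition above about 30%, limit read from the data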;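 note: 0% = p47phox with labelled peptide and 100% = labelled peptide alone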
# Runt-SMMHC FRET: Runt domain-CBFb-SMMHC interaction inhibition; Cerulean-Runt/Venus-CBFb-SMMHC FRET ratio 530/480, 1 h; inhibition, % at 20 µM; hit rate 0.74% among 220,000; AID 1434;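 active = mean inhibition across duplicate retests at 20 µM reaching about 50%, limit read from the data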;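 note: 0% = DMSO wells and 100% = wells with excess untagged CBFb-SMMHC; inhibitors lower the FRET ratio by blocking Runt binding to CBFb-SMMHC; some results filed as inactive read as strong as hits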
# Runt-CBFb FRET: inhibitors of human RUNX1 Runt domain binding to CBFb; Q01196+Q13951; Cerulean-Runt/Venus-CBFb FRET ratio 530/480, 1 h; inhibition, % at 20 µM; hit rate 0.46% among 220,000;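 active = inhibition over about 50% at 20 µM in the single-dose screen, limit read from the data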;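 note: 0% = DMSO wells and 100% = excess unlabeled CBFb competitor control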
#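 Schedule: protein complex preformed 1 h, compound exposure 1 h, room temperature, dark; test system: Cerulean-labeled Runt domain protein; amount: 100 nM per protein; buffer or medium: Tris 50 mM pH 7.5, KCl, K2SO4, 0.01% BSA; read-out: loss of energy transfer signal; detection: FRET fluorescence; controls: 5 µM unlabeled CBFb as full-inhibition high control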
# Furin inh: human furin inhibition. P09958. purified furin, fluorogenic substrate cleavage. inhibition, % at 30 µM. hit rate 0.061% among 220,000. AID 463115; in the data active = inhibition above about 25%; note: inactives centre near -15
# p97 ATPase inh: human p97 ATPase inhibition | P55072 | recombinant p97 ATPase, Kinase-Glo ATP luminescence, 3 h | inhibition, % at 8 µM | hit rate 0.42% among 220,000 | AID 1481; in the data active = inhibition above about 15%;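 note: 0% = DMSO vehicle and 100% = wells lacking enzyme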
# Target sequence (P55072 whole entry, looked up): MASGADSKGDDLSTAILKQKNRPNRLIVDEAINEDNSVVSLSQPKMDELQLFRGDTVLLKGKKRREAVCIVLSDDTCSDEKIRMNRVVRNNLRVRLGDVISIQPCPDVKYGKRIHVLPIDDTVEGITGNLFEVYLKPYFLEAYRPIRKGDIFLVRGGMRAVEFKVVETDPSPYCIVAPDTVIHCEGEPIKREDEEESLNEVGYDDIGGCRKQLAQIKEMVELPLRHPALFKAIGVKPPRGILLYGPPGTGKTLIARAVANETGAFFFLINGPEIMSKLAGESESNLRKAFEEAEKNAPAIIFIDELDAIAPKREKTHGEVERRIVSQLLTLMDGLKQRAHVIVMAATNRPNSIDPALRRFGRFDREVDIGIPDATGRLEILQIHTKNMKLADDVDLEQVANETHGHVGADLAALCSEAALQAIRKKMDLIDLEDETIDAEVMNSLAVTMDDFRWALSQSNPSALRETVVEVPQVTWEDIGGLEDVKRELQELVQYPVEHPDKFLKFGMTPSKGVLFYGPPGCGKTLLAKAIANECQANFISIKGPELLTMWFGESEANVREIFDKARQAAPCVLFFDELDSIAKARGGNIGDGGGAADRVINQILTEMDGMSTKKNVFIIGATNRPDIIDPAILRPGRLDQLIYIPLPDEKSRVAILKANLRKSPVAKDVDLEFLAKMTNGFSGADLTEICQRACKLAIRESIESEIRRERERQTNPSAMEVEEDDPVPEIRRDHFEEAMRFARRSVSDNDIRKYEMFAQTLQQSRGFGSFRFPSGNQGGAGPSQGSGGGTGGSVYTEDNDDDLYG
# EBV gp42 inh: inhibitors of Epstein-Barr virus glycoprotein 42; inhibition, % (tested at 21.74 µM); hit rate 0.42% among 220,000; AID 1085; Q1HVG2; Fluorescence polarization binding assay, mP read-out; in the data active = inhibition above about 50%
# RBBP9 inh: inhibitors of human serine hydrolase RBBP9; O75884; recombinant RBBP9, FP-Rh probe fluorescence polarization; inhibition, % at 7.94 µM; hit rate 0.2% among 220,000; AID 1515;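 active = inhibition above the campaign mean of all tested compounds plus 3 SD, cut at about 14% in these data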;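 note: plate controls were DMSO wells with RBBP9 for no effect and wells lacking RBBP9 protein for full effect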
# Target sequence (O75884 whole entry, looked up): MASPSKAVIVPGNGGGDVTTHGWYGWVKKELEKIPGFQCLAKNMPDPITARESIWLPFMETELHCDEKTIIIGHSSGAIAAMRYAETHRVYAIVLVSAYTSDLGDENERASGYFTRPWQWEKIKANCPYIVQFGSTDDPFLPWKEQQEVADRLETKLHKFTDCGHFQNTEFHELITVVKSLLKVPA
#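 System: RBBP9 protein / Buffer or medium: Tris/NaCl buffer pH 8.0 with 0.1% Pluronic / Probe or stimulus: Serine-hydrolase probe FP-Rh, 375 nM pre-mixing / Dosing: 7.94 µM single dose, 0.794% DMSO / Times: enzyme-compound preincubation 30 min, then probe labeling 45 min, 25 °C / Technique: fluorescence polarization (mP), excitation 525 nm, emission 598 nm / Replication: singlicate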
# Starred values were filed as active, the others as inactive; i = inactive; / = no result given; [ ] = dose if it differs, or a comment.
# Short forms – A = TbHK1 inh; B = Calpain2 inh; C = p47phox inh; D = Runt-SMMHC FRET; E = Runt-CBFb FRET; F = Furin inh; G = p97 ATPase inh; H = EBV gp42 inh; I = RBBP9 inh
CCOc1cc2[nH]c(=S)n(CCC(=O)NCc3ccc(OC)cc3)c(=O)c2cc1OCC
  A: -14	B: -54	C: 35*	D: 6	E: -2	F: -17[20 µM]	G: 1	H: 0	I: -3

C#CCSc1nnnn1-c1cccc(Cl)c1
  A: -6	B: -10	C: -10	D: 0	E: 0	F: -21	G: 4	H: -6	I: -8

CCCc1nnc2n1N=C(c1ccc(OC)c(OC)c1)CS2
  A: -16	B: -26	C: -1	D: 0	E: 0	F: -33[20 µM]	G: 1	H: 2	I: -3

COC(=O)c1ccc(NC(=O)C(=O)N2CCN(C(=S)Nc3cccc(C)c3C)CC2)cc1
  A: 15	B: -8	C: -7	D: 5	E: -2	F: -22	G: 11	H: -5	I: -1

Cc1ccc(-n2c(=O)[nH]c3c(C(N)=O)nc(-c4ccc(C)o4)nc32)cc1
  A: -19	B: -101	C: 22	D: 32	E: 30	F: -23	G: 1	H: -7	I: -5

Cc1cc(C(=O)NNC(=O)c2ccc(Cl)cc2)no1
  A: -4	B: -11	C: -4	D: -1	E: 1	F: -17	G: -1	H: -7	I: -1

O=C(NCc1cccnc1)Nc1cccc(NC(=O)NCc2cccnc2)c1F
  A: 6	B: -3	C: -5	D: -3	E: 1	F: -14	G: -1	H: -14	I: -5

Cn1c(SCC(=O)NNC(=S)Nc2ccccc2)nnc1-c1ccccc1
  A: -1	B: -22	C: -6	D: 0	E: 5	F: -24	G: 1	H: -15	I: -7

COc1ccc(C(=O)NC(=S)NCc2ccco2)cc1
  A: -4	B: 8	C: -4	D: -3	E: 14	F: -18	G: 7	H: -6	I: -17

Cc1cc(=O)n2[nH]c(-c3ccc(Cl)cc3)cc2n1
  A: -7	B: -11	C: -21	D: 6	E: 6	F: -13[20 µM]	G: 1	H: -1	I: -1

COCCN(C(=S)Nc1ccc(C(C)C)cc1)C(C)c1cccs1 (stereo not given)
  A: -2	B: -4	C: 0	D: -1	E: 0	F: -15	G: 1	H: -7	I: -5

Cc1ccc(S(=O)(=O)N2CCN(C(=O)CN3CCOCC3)C2C(C)C)cc1 (stereo not given)
  A: -6	B: -7	C: -11	D: 2	E: 2	F: -24[20 µM]	G: 5	H: -19	I: 0

Nc1cc(=O)[nH]c(=O)n1Cc1ccco1
  A: 9	B: 3	C: -8	D: 1	E: 1	F: 26*[20 µM]	G: 7	H: -35	I: -1

CC(C)(C)n1ncc2c(=O)n(CC(=O)NCc3ccco3)cnc21
  A: 1	B: 0	C: -7	D: -5	E: -1	F: -25[20 µM]	G: 3	H: -20	I: 8

C=CCOc1c(Br)cc(/C=C(\C#N)C(N)=O)cc1OC
  A: -28	B: -13	C: -15	D: -4	E: 1	F: -6	G: 3	H: -13	I: -1

# Reprinted from the part before: 3 compounds, then new ones.
# Short forms – A = TbHK1 inh; B = Calpain2 inh; C = p47phox inh; D = Runt-SMMHC FRET; E = Runt-CBFb FRET; F = Furin inh; G = p97 ATPase inh; H = EBV gp42 inh; I = RBBP9 inh
Nc1cc(=O)[nH]c(=O)n1Cc1ccco1
  A: 9	B: 3	C: -8	D: 1	E: 1	F: 26*[20 µM]	G: 7	H: -35	I: -1

CC(C)(C)n1ncc2c(=O)n(CC(=O)NCc3ccco3)cnc21
  A: 1	B: 0	C: -7	D: -5	E: -1	F: -25[20 µM]	G: 3	H: -20	I: 8

C=CCOc1c(Br)cc(/C=C(\C#N)C(N)=O)cc1OC
  A: -28	B: -13	C: -15	D: -4	E: 1	F: -6	G: 3	H: -13	I: -1

COc1cccc(C(Nc2ccccn2)c2oc(CO)cc(=O)c2O)c1 (stereo not given)
  A: -5	B: -19	C: 6	D: -2	E: /	F: -12	G: 0	H: -8	I: -4

Cc1ccc(Cl)cc1NC(=O)Cn1cc2c(n1)CCCC2
  A: -12	B: 3	C: -45	D: 2	E: 2	F: -27	G: -6	H: -1	I: -6

Cc1ccc(/C=N/NC(=O)c2ccco2)s1
  A: -75	B: -4	C: -5	D: -1	E: -2	F: -4[20 µM]	G: -1	H: -18	I: -9

Cc1ccc(-c2cc(-c3ccccc3)c(C#N)c(N)n2)o1
  A: -6	B: i	C: -11	D: 48	E: 38	F: -61	G: 2	H: 13	I: -6

CNS(=O)(=O)c1ccc(OC)c(-c2nnc3c4ccccc4c(C)nn23)c1
  A: -3	B: -13	C: 12	D: -3	E: -2	F: -15[20 µM]	G: -1	H: -27	I: -4

Cc1cc(C)cc(OC(=O)N2CCOCC2)c1
  A: -4	B: 1	C: 5	D: -3	E: 0	F: -11[20 µM]	G: -2	H: -23	I: -6

CCC(CC)C(=O)NCc1cccnc1
  A: -2	B: -69	C: -3	D: -2	E: 1	F: -36	G: -1	H: -5	I: 4

O=C(C1=C[C@H](C2CC2)C[C@H](OCCCCO)O1)N1CCOCC1
  A: -1	B: -20	C: /	D: -1	E: 0	F: -5	G: 6	H: 3	I: -7

Cc1nc2ccc(C(=O)N/N=C/c3cc([N+](=O)[O-])ccc3O)cc2[nH]1
  A: -20	B: 16	C: -3	D: -6	E: 0	F: -13	G: 3	H: 9	I: 1

O=C(CCn1cnc2ccccc21)N=Nc1c(O)[nH]c2ccccc12
  A: -34	B: -9	C: -10	D: 2	E: 0	F: -13	G: 2	H: -7	I: -2

O=C(COC(=O)C1(c2ccccc2F)CCCC1)N1CCc2ccccc21
  A: 4	B: 26	C: -2	D: -16	E: 1	F: -6	G: 1	H: 3	I: -1

Cc1cccc(N2CCN(C(=O)CCN3C(=S)NC(C)(C)CC3C)CC2)c1C (stereo not given)
  A: -3	B: 8	C: -10	D: 2	E: 0	F: -8	G: 1	H: -14	I: 14

CS(=O)(=O)N1CCC(C(=O)Nc2ccc(Cl)c(Cl)c2)CC1
  A: -1	B: -14	C: -4	D: 1	E: 2	F: -22	G: 6	H: -15	I: -5

Cc1cc(NC(=O)c2ccccc2)sc1C
  A: -22	B: 12	C: -20	D: -6	E: 0	F: -11	G: -22	H: -8	I: -7

Cc1cc(Oc2ccccc2)nc(SCC(=O)Nc2ccc(Cl)cc2Cl)n1
  A: 33	B: -5	C: -7	D: -5	E: -1	F: -4[20 µM]	G: -4	H: 0	I: -11

# Carrying on:
# Short forms – A = TbHK1 inh; B = Calpain2 inh; C = p47phox inh; D = Runt-SMMHC FRET; E = Runt-CBFb FRET; F = Furin inh; G = p97 ATPase inh; H = EBV gp42 inh; I = RBBP9 inh
CCCCn1nnnc1NCc1cccnc1
  A: -4	B: -5	C: -11	D: -7	E: -1	F: -17[20 µM]	G: -1	H: -9	I: 0

CCn1c(=S)ccc2ccc(OC)cc21
  A: -7	B: -11	C: -5	D: 3	E: 0	F: -19[20 µM]	G: -3	H: -26	I: 5

O=C(CSc1nnc(-c2ccncc2)o1)c1ccc2c(c1)OCCO2
  A: 1	B: -23	C: -4	D: -9	E: 1	F: -31	G: 0	H: -4	I: -7

CCn1c(SCC(=O)Nc2ccc(N3CCOCC3)c(Cl)c2)nnc1-c1ccc(N)cc1
  A: -6	B: 15	C: -10	D: -1	E: 2	F: -6[20 µM]	G: -7	H: 5	I: -6

O=c1ccc2ccc(OCc3nnc(-c4ccccc4Br)o3)cc2o1
  A: 8	B: -53	C: -7	D: 4	E: -2	F: -13	G: 0	H: -23	I: 2

Clc1ccccc1-c1nc2ccccc2c2nncn12
  A: -5	B: -10	C: -4	D: -2	E: 0	F: -26[20 µM]	G: 1	H: -7	I: -1

Cc1ccnc(NC(=O)c2cccc(NC(=O)COc3ccccc3)c2)c1
  A: -2	B: 32	C: -18	D: -3	E: /	F: -8[20 µM]	G: -1	H: -6	I: -3

C#CCOCCOCCOCCNc1nc(N2CCN(C(=O)C(Cc3cc4ccccc4[nH]3)n3cc(C(N)Cc4ccc(O)cc4)nn3)CC2)nc(N2CCN(C(=O)C(Cc3cc4ccccc4[nH]3)n3cc(C(N)Cc4ccc(O)cc4)nn3)CC2)n1 (stereo not given)
  A: 53*	B: -37	C: 65*	D: 1	E: -4	F: -10	G: 22*	H: -16	I: -17

Cc1ccc(OCCCCn2cnc3ccccc32)cc1
  A: 3	B: 16	C: -16	D: -8	E: -4	F: -17	G: -3	H: -10	I: -11

COc1cc2c(cc1OC)C(C)N(C(=O)CCN1C(=O)C3C4C=CC(C4)C3C1=O)CC2 (stereo not given)
  A: -4	B: -8	C: 4	D: 2	E: 0	F: -26	G: 4	H: 9	I: -6

CC(C)Oc1ccc(CCC(=O)NNC(=S)NCc2ccccc2)cc1
  A: 5	B: 10	C: 2	D: 0	E: 0	F: -15	G: 2	H: 11	I: -3

CC1(C)CC(=O)C2=C(C1)NC(Nc1nc3ccccc3o1)=NC21CCCC1
  A: -11	B: 14	C: -16	D: 0	E: 1	F: -18[20 µM]	G: -4	H: -18	I: -10

CCOC(=O)Cn1nc(/C=C/c2ccc(OC)cc2)ccc1=O
  A: -16	B: /	C: /	D: /	E: /	F: -5[20 µM]	G: 1	H: /	I: -7

COc1cccc(C(=O)/C=C/Nc2ccc(S(=O)(=O)Nc3cccc(C(C)=O)c3)cc2)c1
  A: -8	B: -88	C: -42	D: 10	E: 0	F: -7[20 µM]	G: -3	H: -8	I: -12

NS(=O)(=O)c1cccc(NC(=S)NCc2ccc3c(c2)OCO3)c1
  A: 0	B: 1	C: -5	D: -3	E: 4	F: -26	G: 5	H: -10	I: -8

# Going on with the list:
# Short forms – A = TbHK1 inh; B = Calpain2 inh; C = p47phox inh; D = Runt-SMMHC FRET; E = Runt-CBFb FRET; F = Furin inh; G = p97 ATPase inh; H = EBV gp42 inh; I = RBBP9 inh
COc1cc(/C=c2\s/c(=C\C(=O)C(C)(C)C)[nH]c2=O)cc(OC)c1OC
  A: -12	B: -9	C: -26	D: -63	E: -20	F: 3	G: -6	H: 8	I: -2

C[C@@H]1C[C@H](O)c2cc(Cl)ccc2N1
  A: -3	B: -40	C: -15	D: -27	E: -6	F: -13[20 µM]	G: 5	H: -7	I: -7

COc1ccccc1NC(=O)CSc1nc2n[nH]c(C)c2c(=N)n1-c1ccccc1Cl
  A: -1	B: -89	C: 30	D: -6	E: -6	F: -20[20 µM]	G: 1	H: -1	I: -15

CCOC(=O)c1c(NC(=O)c2nn(CC)cc2Br)sc(C)c1C
  A: -14	B: i	C: -21	D: -3	E: -3	F: 5[20 µM]	G: -6	H: 1	I: -9

CCOC(=O)N1CCN(C(=O)c2ccc3c(=O)n(CCC4=CCCCC4)c(=O)[nH]c3c2)CC1
  A: -2	B: -11	C: -18	D: -1	E: -7	F: -21	G: 2	H: -12	I: -8

CCNc1nc(NC(C)C)nc(N(C)C#N)n1
  A: -1	B: -21	C: -11	D: 0	E: -1	F: -18	G: 3	H: -6	I: -4

CCN(CC)S(=O)(=O)c1ccc(N)cc1
  A: -1	B: -40	C: -1	D: 0	E: 1	F: -37	G: 5	H: -7	I: -7

O=C(/C=C/c1ccc(F)cc1)Nc1cc(S(=O)(=O)N2CCOCC2)ccc1N1CCCC1
  A: -8	B: 11	C: -22	D: -3	E: -2	F: -20	G: 7	H: -27	I: -8

Nc1nc2nccc(-c3ccccn3)n2n1
  A: -15	B: i	C: -3	D: -2	E: 2	F: -7	G: -1	H: -4	I: -5

C/C(=N\Nc1cc(Cl)nc(C)n1)c1ccccc1
  A: -9	B: 4	C: -2	D: 2	E: 0	F: -15	G: -1	H: -9	I: -8

CCc1nnc(NS(=O)(=O)c2ccc(NC(=S)NC(=O)/C=C/c3ccc(C(C)C)cc3)cc2)s1
  A: 7	B: 2	C: -53	D: -83	E: -47	F: -14	G: -3	H: 42	I: -26
